# Large T inhibition: SV40 large T antigen inhibitors, biochemical (AID 1903); inhibition, % at 20 µM; hits with a dose series show IC50 in µM; SV40 large T antigen ATPase/helicase inhibition assay; higher % means a stronger effect; 0.39% of 310,000 active; in the data active means a potency from the dose series; inconclusive means inhibition mostly from about 32% at the one dose, without a potency; inactive means the rest, 99 in 100 with inhibition below about 32%; further: strong numbers were not always called active
# GPR35 antagonists: GPR35 antagonists blocking zaprinast-driven arrestin recruitment, primary screen, imaging, U2OS, beta-arrestin-GFP, zaprinast agonist (AID 2058). G-protein coupled receptor 35 (Homo sapiens). U2OS GPR35 beta-arrestin-GFP translocation imaging, zaprinast antagonism; higher % means a stronger effect. one-dose inhibition, % at 10 µM; IC50 in µM for titrated hits. 0.052% of 290,000 active;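 active means inhibition of at least 50% with at least 30 cells and total cytoplasm GFP at most 10,000,000; inconclusive means under 30 cells or total GFP of 10,000,000 plus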
# Yfh1-depleted yeast: enhancers of respiration in Yfh1-depleted yeast, dose response, Friedreich's ataxia, plus single-dose screen (AID 1465) | S. cerevisiae Yfh1-off respiration, WST-1 reduction, 72 h; higher fold induction means a stronger effect | one-dose fold induction at 50 µM; EC50 in µM for titrated hits | 0.074% of 220,000 active;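 active means fold induction of absorbance versus untreated yeast above a set limit, then at least 30% activation at any dose in follow-up; inconclusive means repeats straddling the limit, or above it without dose testing; inactive means fold induction below the set limit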;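 further: activators that raise dye reduction in frataxin-depleted yeast; strong numbers were not always called active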
# GPR55 beta-arrestin: GPR55 agonists via beta-arrestin recruitment, primary screen, imaging, U2OS cells, beta-arrestin-GFP redistribution (AID 1961). U2OS GPR55 beta-arrestin-GFP redistribution imaging; higher % means a stronger effect. 0.048% of 290,000 active. G-protein coupled receptor 55 (Homo sapiens). activation, % at 10 µM; hits with a dose series show EC50 in µM;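 active means activation above 40% with more than 50 cells counted in the well; inconclusive means wells holding fewer than 50 cells, flagged as toxic or sparse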;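 further: U2OS osteosarcoma cells stably expressing GPR55 and beta-arrestin-GFP; plate controls were DMSO negative control for no effect and LPI positive control for full effect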
# NTR1 ag: agonists of NTR1, primary screen, imaging, U2OS cells, beta-arrestin-GFP, high content (AID 493036) | NTR1-U2OS beta-arrestin-GFP spot imaging, agonist mode | activation, % at 20 µM | 0.17% of 330,000 active | Neurotensin receptor type 1 (Homo sapiens), P30989;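 active means activation at or above 40% of the spot to cytoplasm intensity ratio, with at least 20 cells analyzed; inconclusive means wells under 20 cells, flagged as cytotoxic or low count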;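 further: 0% = DMSO without peptide and 100% = 100 nM NTR1 peptide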
# Target sequence (P30989 whole entry, looked up): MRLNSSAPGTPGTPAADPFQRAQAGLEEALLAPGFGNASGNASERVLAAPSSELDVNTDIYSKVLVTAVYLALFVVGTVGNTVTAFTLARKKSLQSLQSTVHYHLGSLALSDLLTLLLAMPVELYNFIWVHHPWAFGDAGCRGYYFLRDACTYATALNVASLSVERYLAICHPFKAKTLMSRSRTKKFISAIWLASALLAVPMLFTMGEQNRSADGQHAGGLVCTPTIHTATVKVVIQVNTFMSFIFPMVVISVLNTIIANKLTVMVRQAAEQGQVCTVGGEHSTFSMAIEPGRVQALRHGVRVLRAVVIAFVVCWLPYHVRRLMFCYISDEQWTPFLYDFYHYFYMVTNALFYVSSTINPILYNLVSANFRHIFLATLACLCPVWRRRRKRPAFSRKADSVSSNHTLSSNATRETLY
# AID2073: inhibitors of Mint1-CaV2.2 protein interaction, biochemical, HTRF (AID 2073) | Voltage-dependent N-type calcium channel subunit alpha-1B (Homo sapiens) | HTRF protein-protein interaction, Mint1-CaV2.2; higher % means a stronger effect | inhibition, % at 20 µM; hits with a dose series show IC50 in µM | 0.19% of 290,000 active; in the data active means inhibition mostly above about 51%, no sharp cut-off; inconclusive means no clear call, values can overlap the other calls; inactive means mostly below about 53%; further: some results filed as inactive read as strong as hits
# GPR55 LPI antagonism: GPR55 antagonists blocking LPI-driven arrestin recruitment, primary screen, imaging, U2OS, beta-arrestin-GFP, LPI agonist (AID 2013); U2OS GPR55 beta-arrestin-GFP translocation imaging, LPI antagonism; higher % means a stronger effect; one-dose inhibition, % at 10 µM; IC50 in µM for titrated hits; 0.13% of 290,000 active;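 active means spots per cell inhibited over 60%, with over 100 cells counted and total cytoplasm intensity under 500,000; inconclusive means wells with under 100 cells, flagged as likely toxic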;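 further: U2OS cells stably carrying GPR55 and arrestin-GFP stimulated by 5 µM LPI near EC80; imaged beta-arrestin-GFP aggregate spots per cell after agonist stimulation; plate controls were LPI-stimulated DMSO wells for no effect and DMSO wells without LPI for full effect; some results filed as inactive read as strong as hits; confirmed hits need IC50 under 10 µM and bright autofluorescent wells are also inconclusive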
# Dengue-2 NS5 capping: Dengue-2 NS5 methyltransferase inhibitors, primary screen, biochemical, confirmation dose response (AID 588689); 0.3% of 340,000 active; Dengue-2 NS5 methyltransferase capping enzyme assay, biochemical; higher % means a stronger effect; one-dose inhibition, % at 25 µM; IC50 in µM for titrated hits; Genome polyprotein (Dengue virus type 2 (strain 16681-PDK53)); in the data active means a potency from the dose series; inconclusive means inhibition above about 29% without an active follow-up result
# Rac1 GTP hydrolysis: MgcRacGAP GTPase-activating activity inhibitors, confirmation, biochemical, ADP Hunter fluorescence. Rac GTPase-activating protein 1 (Homo sapiens). MgcRacGAP-stimulated Rac1 GTP hydrolysis, ADP Hunter fluorescence; higher % means a stronger effect; GST-tagged Rac1 F28L mutant substrate. inhibition, % at 30 µM; hits with a dose series show IC50 in µM. 0.6% of 340,000 active. AID 624330, 2012;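 active means first-screen hits whose inhibition reached a set limit at any dose in the follow-up dose series; inconclusive means inhibition above the set first-screen limit but never retested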;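 further: fluorescence reports GDP produced by GAP-driven GTP hydrolysis; strong numbers were not always called active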
# NTR1 ag cell count 20 µM: second read-out of NTR1 ag, no call of its own (marks repeat the call); cell count; measured here: cell count, cytotoxicity flag
# Dengue-2 NS5 capping pilot replicate: second read-out of Dengue-2 NS5 capping, no call of its own (marks repeat the call); inhibition, %; measured here: pilot screen replicate inhibition
# * = called active by the depositor; i = inactive; ? = inconclusive; · = not tested or not shown.
SMILES,Large T inhibition,GPR35 antagonists,Yfh1-depleted yeast,GPR55 beta-arrestin,NTR1 ag,NTR1 ag cell count 20 µM,AID2073,GPR55 LPI antagonism,Dengue-2 NS5 capping,Rac1 GTP hydrolysis,others
Cc1ccc(SCC(=O)c2cc(C)c(OC(=S)N(C)C)c(C)c2)cc1,4%,-5%,i,0.3%,-0.6,35,-4%,1%,-6%,12%,
COc1ccc(CC(=O)N/N=C(/C)CC(=O)N(C)c2ccccc2)cc1,6%,-19%,·,-0.2%,-0.9,42,5%,-8%,-2%,5%,
O=C(CN1CCN(c2ccc(Cl)cc2)CC1)c1ccc2c(c1)OCO2,8%,-15%,i,-0.1%,0.2,53,-12%,1%,-3%,11%,
O=S(=O)(c1ccc(Cl)nc1)N1CCc2ccccc21,5%,2%,i,-0.1%,1.3,60,0%,1%,-8%,12%,
Cc1cc(C)nc(N=Nc2c(O)n(Cc3ccc(Cl)cc3)c3ccccc23)n1,4%,-6%,i,0.1%,6.1,40,3%,8%,3%,13%,
Cc1cccc(N2CCN(C(=O)c3cccc(N4C(=O)C5C6C=CC(C6)C5C4=O)c3)CC2)c1C (stereo not drawn),3%,8%,·,0.1%,-0.2,58,2%,15%,4%,-4%,
CCC(C)(C)n1nnnc1CN(Cc1ccc(Cl)cc1)Cc1ccco1,8%,1%,·,0.3%,2.3,47,-1%,20%,-3%,8%,
COc1ccc(CN2CCNC(=O)C2CC(=O)N2CCc3ccccc3C2)c(OC)c1 (stereo not drawn),2%,-12%,i,0.5%,-1.0,32,-15%,2%,-5%,3%,
CC1=NN(Cc2ccccc2)C(=O)/C1=C\c1ccc(N(C)C)cc1,18%,-10%,i,-0.4%,8.4,45,0%,-18%,2%,11%,
Cc1cccc([C@@H]2[C@@H]3C(=O)N(Cc4ccccc4)C(=O)[C@@H]3[C@]3(C)C(=O)N(c4cccc(Cl)c4)C(=O)N23)c1,8%,0%,·,-0.1%,7.0,66,9%,-3%,-3%,5%,
CCc1ccc2oc(-c3ccc(OC)cc3)cc(=Nc3cccc(C(=O)O)c3)c2c1,3%,-8%,i,-0.4%,1.7,33,23%,12%,10%,6%,
COc1ccc(C2(C(=O)Nc3nncs3)CCCC2)cc1,-6%,20%,i,-0.1%,-0.4,70,-1%,12%,-4%,-4%,
O=[n+]1c2c(n([O-])c3cc(F)c(F)cc31)CCCC2,0%,-1%,i,0.0%,1.8,51,-7%,-2%,1%,6%,
CCC(C(=O)N1CCN(c2cccc(Cl)c2)CC1)c1ccccc1 (stereo not drawn),12%,-3%,i,-0.1%,-5.5,83,-1%,14%,2%,2%,
Cc1ccc(S(=O)(=O)N2CCC(C(=O)N3CCC[C@H]3C(=O)NCc3ccccc3)CC2)cc1,-2%,30%,i,-0.1%,0.8,78,-4%,13%,-1%,2%,Dengue-2 NS5 capping pilot replicate=1.8
Cc1c(NC(=O)C(C)N2C(=O)NC3(CCC(C)CC3)C2=O)c(=O)n(-c2ccccc2)n1C (stereo not drawn),-1%,0%,i,0.9%,-0.7,62,-6%,10%,-7%,-9%,
CCCCN1C(=O)c2ccc(C(=O)NC3=NCCS3)cc2C1=O,1%,7%,i,-0.2%,2.8,41,8%,11%,·,0%,
COc1ccc(N(C)S(=O)(=O)c2cccc(C(=O)NCC(c3cccs3)N(C)C)c2)cc1 (stereo not drawn),7%,·,·,·,1.0,60,·,·,-7%,5%,
O=C(NN=C1CCCCC1)c1ccccc1-n1cccc1,4%,-2%,·,0.0%,0.3,50,15%,7%,-6%,5%,
COc1ccc(Cc2nnc(N)s2)cc1,1%,-2%,i,-0.1%,-1.2,89,-16%,-5%,4%,3%,
COc1ccc(C(=O)NCCc2nnc(SCC(=O)Nc3ccc(Br)cc3)n2C)cc1,1%,0%,i,0.3%,-0.9,76,-11%,9%,-2%,12%,
O=C(Nc1cccnc1Cl)c1cccc(S(=O)(=O)N2CCOCC2)c1,·,-9%,·,0.0%,-0.4,69,9%,-3%,-10%,8%,
CN(C(=O)COC(=O)c1ccccc1Cc1ccccc1)C1CCS(=O)(=O)C1 (stereo not drawn),23%,1%,·,-0.1%,-0.2,63,-7%,16%,-5%,10%,
O=C(NCc1cccc(C(F)(F)F)c1)C1CCCN(c2cnccn2)C1 (stereo not drawn),14%,0%,·,-0.2%,-0.7,55,13%,10%,1%,13%,
CC(Oc1ccccc1)C(=O)NNC(=O)c1ccccn1 (stereo not drawn),5%,0%,i,-0.3%,-0.1,44,-2%,3%,-3%,4%,
C=CCn1c(N)c(C(=O)NC2CCCCC2)sc1=S,-1%,-2%,i,-0.2%,5.8,84,2%,-26%,-7%,6%,Dengue-2 NS5 capping pilot replicate=-6.2
c1ccc(OCCSc2nnnn2-c2ccccc2)cc1,23%,2%,i,-0.2%,5.4,58,-4%,2%,19%,-4%,
COc1ccccc1NC(=O)c1ccc2c(c1)C(=O)N(c1ccccc1OC)C2=O,7%,-2%,·,-0.2%,0.7,58,-7%,10%,·,-5%,
CC(C)NC(=S)NNc1nc2ccccc2s1,36%,-2%,i,-0.4%,1.6,62,46%,11%,-2%,17%,
C=CCSc1nc2ccccc2n1C(=O)/C=C/c1cc(OC)c(OC)c(OC)c1,-4%,2%,·,1.0%,12,61,3%,-2%,2%,8%,
COc1cc([N+](=O)[O-])ccc1NC(=O)Cc1ccc(F)cc1,7%,4%,i,0.3%,-3.1,4,-4%,0%,-4%,1%,
CN(/C=C/C(=O)C(F)(F)F)Cc1ccccc1,10%,-2%,i,0.3%,-0.8,85,-3%,8%,6%,-8%,Dengue-2 NS5 capping pilot replicate=6.4
CCN(CC)S(=O)(=O)c1ccc(NC(=O)c2ccc(NS(C)(=O)=O)cc2)cc1,11%,-17%,i,0.2%,-0.3,40,2%,5%,0%,3%,
CCN1CCN(c2ccc(S(=O)(=O)N3CCOCC3)cc2NC(=O)/C=C/c2ccc(OC)cc2OC)CC1,2%,·,·,·,0.4,67,·,·,7%,4%,
COc1cccc(-n2nc(-c3ccnn3-c3ccc(F)cc3)c(=O)n(C)c2=O)c1,-2%,5%,i,-0.1%,0.0,67,2%,3%,-8%,3%,
O=C(NCCCN1CCOCC1)c1cc(Cl)ccc1[N+](=O)[O-],17%,-13%,i,0.5%,0.2,42,5%,3%,-1%,3%,
Cc1cc(C(=O)CCl)c(C)n1Cc1ccco1,13%,1%,i,0.0%,3.8,70,40%,14%,-1%,16%,
COC(=O)c1cc(OC)c(OC)cc1NC(=O)Nc1cccc(C(C)=O)c1,-7%,2%,i,-0.1%,1.5,20,3%,0%,0%,7%,
O=C(O)C1CC=CCC1C(=O)NCCCCc1ccccc1 (stereo not drawn),12%,-21%,i,-0.2%,-1.1,27,4%,-1%,5%,4%,
CC1CCN(C(=O)c2cc3nc(-c4ccccc4)cc(-c4ccccc4)n3n2)CC1,1%,0%,i,-0.1%,11,86,24%,7%,-5%,7%,
CCCCCN(C(=O)CCC(=O)OCC(=O)Nc1ccc(C)cc1F)c1c(N)n(CCCC)c(=O)[nH]c1=O,2%,6%,·,-0.1%,2.9,71,-4%,12%,1%,2%,
O=C(c1c[nH]c2ccccc12)N1CCN(c2ccccc2)CC1,10%,0%,i,1.4%,1.3,61,?,4%,-25%,1%,
CCN1CCN(C(=O)c2cc3c(=O)oc4ccc(C)cc4c3s2)CC1,7%,8%,·,0.4%,-3.8,58,-4%,9%,-5%,3%,
CCOC(=O)c1cn(CC)c2cc(F)c(F)cc2c1=O,10%,6%,i,0.4%,-0.5,44,3%,8%,5%,2%,
CCOc1ccccc1C(=O)N/N=C/c1c[nH]c2ccccc12,-3%,-3%,i,-0.4%,0.4,36,14%,6%,·,9%,

# Five entries drawn at random from those above, as already listed:
SMILES,Large T inhibition,GPR35 antagonists,Yfh1-depleted yeast,GPR55 beta-arrestin,NTR1 ag,NTR1 ag cell count 20 µM,AID2073,GPR55 LPI antagonism,Dengue-2 NS5 capping,Rac1 GTP hydrolysis,others
COc1ccc(C(=O)NCCc2nnc(SCC(=O)Nc3ccc(Br)cc3)n2C)cc1,1%,0%,i,0.3%,-0.9,76,-11%,9%,-2%,12%,
CCc1ccc2oc(-c3ccc(OC)cc3)cc(=Nc3cccc(C(=O)O)c3)c2c1,3%,-8%,i,-0.4%,1.7,33,23%,12%,10%,6%,
COc1cc([N+](=O)[O-])ccc1NC(=O)Cc1ccc(F)cc1,7%,4%,i,0.3%,-3.1,4,-4%,0%,-4%,1%,
O=C(CN1CCN(c2ccc(Cl)cc2)CC1)c1ccc2c(c1)OCO2,8%,-15%,i,-0.1%,0.2,53,-12%,1%,-3%,11%,
COc1cccc(-n2nc(-c3ccnn3-c3ccc(F)cc3)c(=O)n(C)c2=O)c1,-2%,5%,i,-0.1%,0.0,67,2%,3%,-8%,3%,

# More records.
SMILES,Large T inhibition,GPR35 antagonists,Yfh1-depleted yeast,GPR55 beta-arrestin,NTR1 ag,NTR1 ag cell count 20 µM,AID2073,GPR55 LPI antagonism,Dengue-2 NS5 capping,Rac1 GTP hydrolysis,others
Cc1nc(-c2ccc(NC(=O)c3ccc(Br)o3)cc2)cs1,2%,15%,·,-0.1%,1.4,58,10%,-5%,-1%,16%,
CCOC(=O)N1CCN(CCC(=O)Nc2ccc(OC)cc2OC)CC1,3%,-9%,i,0.5%,-0.1,50,-10%,6%,-4%,-4%,
CC(=O)Nc1ccc(S(=O)(=O)NCCC(=O)Nc2ncccc2C)cc1,25%,·,·,·,0.7,68,·,·,-3%,1%,
C/C(=N/Nc1ccccc1[N+](=O)[O-])c1ccc(C)c([N+](=O)[O-])c1,·,-8%,·,-0.1%,-1.4,75,23%,19%,1%,8%,
CC(=O)Oc1ccc(CCC(C)OC(C)=O)cc1 (stereo not drawn),8%,4%,i,-0.1%,0.4,36,-1%,1%,-3%,24%,
O=C1C(c2ccc(F)cc2)N(Cc2ccc3c(c2)OCO3)C(=O)CN1C1CCCCC1 (stereo not drawn),0%,-1%,i,-0.1%,1.8,78,-6%,3%,-2%,1%,

# Screens (PubChem BioAssay)
